RXFP1 ag: RXFP1 (human) receptor agonism | HEK293T-RXFP1 cAMP TR-FRET, 30 min; response scale: percent of porcine relaxin response, buffer zero | Potency, µM (highest dose often 57.5 µM), for the others: top-dose activation, actives largely listed as activators | 0.3% of 370,000 active | AID 2676; further: potency means the concentration at half of the fitted maximal effect; on the % scale 0 is the no-effect control and ±100 the full control effect; nearly all actives have a fitted effect of over 60% in size; many of its hits are not listed in these tables
Target sequence (Q9HBX9 whole entry, looked up): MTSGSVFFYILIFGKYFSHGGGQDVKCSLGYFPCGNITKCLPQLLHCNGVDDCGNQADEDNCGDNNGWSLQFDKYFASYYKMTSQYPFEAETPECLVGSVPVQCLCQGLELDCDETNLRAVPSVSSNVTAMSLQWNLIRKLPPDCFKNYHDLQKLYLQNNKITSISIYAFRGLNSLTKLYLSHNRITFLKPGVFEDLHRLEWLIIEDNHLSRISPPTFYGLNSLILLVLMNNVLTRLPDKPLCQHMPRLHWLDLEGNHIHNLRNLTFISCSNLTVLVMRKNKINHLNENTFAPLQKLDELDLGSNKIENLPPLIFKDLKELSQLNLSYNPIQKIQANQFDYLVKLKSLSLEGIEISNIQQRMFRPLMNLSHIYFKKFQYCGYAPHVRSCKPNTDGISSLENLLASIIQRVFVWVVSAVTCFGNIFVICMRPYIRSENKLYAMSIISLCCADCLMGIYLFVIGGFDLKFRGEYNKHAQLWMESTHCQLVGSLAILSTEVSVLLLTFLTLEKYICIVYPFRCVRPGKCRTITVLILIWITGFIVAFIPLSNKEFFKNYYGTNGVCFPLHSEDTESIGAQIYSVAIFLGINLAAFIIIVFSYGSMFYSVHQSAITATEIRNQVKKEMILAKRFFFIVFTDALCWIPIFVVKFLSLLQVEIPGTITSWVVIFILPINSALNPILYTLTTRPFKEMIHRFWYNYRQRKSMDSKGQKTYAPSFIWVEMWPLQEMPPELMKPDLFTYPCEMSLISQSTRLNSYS
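cAMP rise read by TR-FRET after 30 min, 37C compound exposure (up to 58 uM) in RXFP1-transfected HEK293 cells with Ro 20174 present. EC50 from Hill-equation fits, with 29 nM porcine relaxin as 100% and buffer as basal.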
D1 antagonist: blocks dopamine activation of the human D1 receptor. HEK293 TREx D1 cells, calcium flux, dopamine EC80; hits give low values. activity change, negative = inhibition, % at 10 µM. 3.2% of 360,000 active; in the data active means activity change below about -30%; further: on the % scale 0 is the no-effect control and ±100 the full control effect
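Kinetic fluorescence of a calcium dye serves as the read-out. D1-expressing Hek293 Trex cells, induced overnight at 30 C, are exposed to compound for 180 s before an EC80 dopamine addition, then read 180 s further.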
D2 potentiator: positively modulates the human D2 dopamine receptor allosterically | AID 485347 | HEK293 T-REx D2, calcium flux, EC20 dopamine potentiation | 0.34% of 340,000 active | potentiation, % at 10 µM;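 active means potentiation over 3 SD above the plate norm, cut at about 30% in these data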; further: 0% is about no effect
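Potentiation of an EC20 dopamine calcium response measured kinetically over 180 s, after a preceding 180 s compound-only read flagging agonists. Cells: inducible Hek293 Trex D2 line, 4000/well, cultured overnight at 30 C before dye loading.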
D1 ag: agonists of human D1 dopamine receptor. AID 504660. 1% of 360,000 active. P21728. HEK293 T-REx D1 cells, calcium flux, agonist mode. activation, % at 2 µM; in the data active means activation above about 30%; further: 0% is about no effect
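Inducible HEK293 T-REx D1 cells, force-coupled to calcium signalling, were plated at 4000 cells/well with tetracycline and held overnight at 30 C. After no-wash calcium dye loading, compound-evoked calcium rise over 180 s flagged agonists.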
D1 potentiator: enhances dopamine response at the human D1 receptor; 0.036% of 360,000 active; P21728; HEK293 TREx D1 cells, calcium flux, dopamine EC20 potentiation; AID 504651; potentiation, % at 10 µM; in the data active means potentiation above about 30%; further: 0% is about no effect
TRHR PAM: allosterically enhances the human TRH receptor; enhancement, % at 2 µM; 0.66% of 360,000 active; P34981; TRHR cells, fluo-8 calcium fluorescence, EC20 TRH enhancement; in the data active means enhancement above about 30%; further: 0% is about no effect
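TRHR-expressing cells loaded with fluo-8 calcium dye were read kinetically (ex 480/em 530) during compound addition, then stimulated with an EC20 of TRH (10 nM final). Enhancement of the Gq-mediated intracellular calcium response was scored.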
Apoferritin bind: binds horse apoferritin like a general anesthetic; P02791; apoferritin/1-aminoanthracene competitive binding, fluorescence; Potency, µM (titrated, usually from 77.5 µM), for the others: at the highest dose activity change, negative = displacement, most hits filed as inhibitors; 0.074% of 350,000 active; further: potency means the concentration at half of the fitted maximal effect; on the % scale 0 is the no-effect control and ±100 the full control effect; nearly all actives have a fitted effect of over 20% in size
Target sequence (P02791 2-175 limits assumed): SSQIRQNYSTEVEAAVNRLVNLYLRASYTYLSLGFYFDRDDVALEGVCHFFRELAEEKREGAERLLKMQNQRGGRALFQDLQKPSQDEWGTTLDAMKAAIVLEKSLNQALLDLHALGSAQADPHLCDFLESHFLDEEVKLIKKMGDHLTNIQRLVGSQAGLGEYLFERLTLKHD
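Horse-spleen apoferritin (10 uM) in 50% saturated 1-aminoanthracene in PBS was incubated 10 min at room temperature with compound. Fluorescence (ex 380, em 535 nm) was normalized to free and bound 1-AMA, with concentration-response fitted by a four-parameter Hill equation.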
TRHR ag: agonists of human TRH receptor; P34981; TRHR cells, calcium flux fluo-8, FDSS agonist mode; activation, % at 2 µM; 0.18% of 360,000 active; AID 493084; in the data active means activation above about 30%; further: 0% is about no effect
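Steps: seed TRHR cells overnight; add fluo-8 no-wash Ca dye, RT 30 min–1.5 h; record 10 s baseline; pin-transfer compounds; monitor fluorescence 1 cycle/s for the agonist window. Calcium increases flag candidate agonists.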
RXFP1 antagonist: RXFP1 (human) relaxin receptor antagonism. Q9HBX9. HEK293-RXFP1, relaxin-stimulated cAMP HTRF, 30 min; hits give low values. activity change, negative = inhibition, % at 57.5 µM. 0.59% of 350,000 active. AID 1259400;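 active means activity change of -60% or lower, but not beyond a set lower limit; inconclusive means change between -60% and -40%, or beyond the set limit; inactive means change above -40%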; further: on the % scale 0 is the no-effect control and ±100 the full control effect
* hit, by the source's call; ? = inconclusive; / = not tested or not shown; & = joins results of further samples; [ ] = dose if it differs, or a comment. Unless noted, the call rests on the fitted dose curve; in most records, active means well fitted curve in the direction sought with a large enough effect; inconclusive means small, poorly fitted or top-dose-only effect, or another doubt; inactive means no such curve, though single readings can be large; an effect the other way counts as inactive or inconclusive. A portion of the library (hit frequency here may not be typical).

SMILES	RXFP1 ag	D1 antagonist	D2 potentiator	D1 ag	D1 potentiator	TRHR PAM	Apoferritin bind	TRHR ag	RXFP1 antagonist
O=S(=O)(c1ccc(F)c(F)c1F)N1CCN(C(=S)Nc2ccccc2)CC1	0.5%	-23	-2	3	-7	9	4%	0.7	-8
CCc1ccc(/C=N/NC(=O)c2nnn(-c3nonc3N)c2CN2CCOCC2)cc1	1.7%	8	-3	4	0	-7	2%	0.1	0
CCSc1ncc(Cl)c(C(=O)Nc2ccccc2F)n1	2.3%	-19	-18	1	-7	7	-12%	-1.5	4
N#Cc1c(/N=C\c2ccc(O)c([N+](=O)[O-])c2)sc2c1CCCC2	1.2%	-7	-23	4	-1	1	?	-2.2	-6
COC(=O)c1ccc2nc(NC(=O)CN3C(=O)CCC3=O)sc2c1	-0.2%	-6	1	3	-5	-2	-10%	0.0	1
COCC(=O)Oc1c(S(=O)(=O)c2ccc(C)cc2)c(C)nn1C(C)(C)C	1.9%	12	10	1	-2	11	-3%	0.1	5
Cc1cccc(Nc2ncc3c(n2)CC(c2ccco2)CC3=O)c1 (stereo unspecified)	1.8%	19	6	-4	3	1	-16%	-0.9	-4
COc1ccc(-c2noc(CSc3nnc(-c4ccccc4)n3C)n2)cc1	-0.1%&0.3%	-3&-21	2&6	6&3	1&-6	2&-3	?	-0.5&0.5	11
O=C(Nc1nnc(/C=C/c2ccccc2)s1)c1ccco1	5.2%	4	-7	1	-8	34*	-5%	0.5	6
CCCCCCCCCCn1c2c(c(=N)c3c1CCC3)CCC2	0.2%	1	-1	22	-2	1	?	3.0	-69*
CCOC(=O)c1cc(S(=O)(=O)NCC2CCN(Cc3cccc(C)c3)CC2)cn1C	-1.3%	1	-7	10	-3	-4	-9%	1.2	-6
Cc1ccc(-c2noc(CCC(=O)N(C)c3ccccc3C)n2)cc1	2.8%	-20	6	13	1	1	?	-0.4	-8
CCOC(=O)C1CCCN(C2CCN(Cc3nc(-c4ccccc4)no3)CC2)C1 (stereo unspecified)	-2.0%	2	-23	1	-1	-3	-5%	-0.5	15
CC(=O)c1c(C)nc2sc3c(=N)n(N)cnc3c2c1-c1ccc(Cl)cc1	-0.5%	-4	1	1	-1	3	?	-0.1	0
COc1ccc(CC(=O)O/N=C(\N)c2ccc(Br)cc2)cc1OC	0.4%	-30	-10	10	-3	-3	2%	0.7	-1
CCCCNc1nc2c(S(=O)(=O)c3ccc(C)cc3)nnn2c2ccsc12	?	0	2	3	0	2	1%	0.9	-14
CCc1ccccc1NC(=O)CN1CCN(C(=O)CN2C(=O)NC3(CCCCC3C)C2=O)CC1 (stereo unspecified)	1.6%	16	-7	2	1	-4	/	0.4	-19
NC(=O)C1(NC(=O)[C@@H]2CC3(CC(c4cccc(NC(=O)[C@@H]5CCC(=O)N5)c4)=NO3)CN2C(=O)Cc2ccc(C(F)(F)F)cc2)CC1 (stereo partly specified)	1.5%	1	-1	1	-10	-4	-9%	1.1	/
CC(=O)N1CCCc2ccc(NC(=O)c3ccc(C(F)(F)F)cc3)cc21	0.2%	7	7	1	0	-1	1%	-1.2	3
Cc1c(CCC(=O)NCCC(=O)O)c(=O)oc2c(C)c3oc4c(c3cc12)CCCC4	0.0%	-4	-6	4	-16	3	-2%	0.4	19
CCOc1cc(N2CCOCC2)c(OCC)cc1NC(=O)CN1C(=O)NC2(CCCCC2)C1=O	0.5%	11	2	6	/	3	/	-0.1	-3
COCCOC(=O)C1=C(N)Oc2c(oc(CO)cc2=O)C1c1c(F)cccc1Cl (stereo unspecified)	0.6%	-27	12	0	-1	1	-13%	0.1	0
Cc1c(Cl)cccc1NC(=O)CNC(=O)CCCc1nc2ccccc2c(=O)[nH]1	1.7%	7	-8	4	-3	3	/	-0.4	10
O=C(OCC(=O)N1CCc2ccccc21)c1ccccc1	1.2%	-9	-5	2	-3	2	?	-0.5	-3

Overlap with the part before: 2 compounds, then new ones.
SMILES	RXFP1 ag	D1 antagonist	D2 potentiator	D1 ag	D1 potentiator	TRHR PAM	Apoferritin bind	TRHR ag	RXFP1 antagonist
Cc1c(Cl)cccc1NC(=O)CNC(=O)CCCc1nc2ccccc2c(=O)[nH]1	1.7%	7	-8	4	-3	3	/	-0.4	10
O=C(OCC(=O)N1CCc2ccccc21)c1ccccc1	1.2%	-9	-5	2	-3	2	?	-0.5	-3
CC(=O)Nc1ccc(OC(F)(F)C(F)F)c(NC(C)=O)c1	-1.6%	14	-10	3	-7	-3	-2%	-0.5	17
Cn1c(=O)n(C)c2cc(NS(=O)(=O)c3ccc(C(C)(C)C)cc3)c(NCc3ccccc3)cc21	5.6%	10	/	2	-2	0	-16%	-1.3	-14
Cc1ccccc1NC(=O)COC(=O)c1ccc(S(=O)(=O)N2CCCC2)cc1	-0.3%	1	9	4	-3	7	/	0.3	-1
O=C(NCCCCc1ccccc1)C1CC(c2ccc(C(F)(F)F)cc2)=NO1 (stereo unspecified)	-1.6%	-14	-4	12	-4	-3	-12%	1.4	/
CC(=O)Nc1nonc1-c1nnc(SCc2ccccc2F)n1C	2.0%	-14	-2	1	-2	8	-20%	-0.6	-2
COc1cccc2cc(C(=O)Nc3ccc(S(=O)(=O)NCC4CCCO4)cc3)c(=O)oc12 (stereo unspecified)	21%	-4	/	2	3	1	-12%	1.7	0
Cc1ccc(NS(=O)(=O)c2ccc(-n3cccn3)cc2)cc1C	4.1%	-11	-2	6	-2	2	-5%	0.5	-25
COc1ccc(/C=C2\CCc3ccccc3C2=O)cc1Cn1cccn1	0.0%	-49*	16	18	-9	-7	?	2.6	-11
CCCCNC(=O)Nc1cc(C(=O)OC)ccc1Cl	1.2%	-26	-3	-3	0	-3	-13%	-0.3	2
CSc1cccc(N2CC(C(=O)Nc3ccccc3N3CCCC3)CC2=O)c1 (stereo unspecified)	-0.3%	-32*	-2	1	-8	-8	/	-0.7	-21
COc1ccc(CN2CCNC(=O)C2CC(=O)NC2Cc3ccccc3C2)c(OC)c1 (stereo unspecified)	0.5%	-3	6	1	-2	3	-20%	0.1	-5
C/C(Cc1ccccc1)=N\NC(=O)CNC(=O)c1ccccc1Cl	-0.1%	2	-3	2	-9	-2	?	0.3	-35
CCCCC1CC(CSc2ncn[nH]2)OC1=O (stereo unspecified)	1.2%	-36*	/	0	1	-1	-24%	0.0	-18
Cc1cc(C)n(CCCNCC(O)c2ccccc2)n1 (stereo unspecified)	1.0%	10	-14	0	-2	5	-10%	-0.1	7&9
Fc1ccc(F)c(CNc2ncnc3cc(Cl)ccc23)c1	15%	-30*	-4	11	-8	-5	8%	3.0	7
CC(=O)c1c(C(C)=O)c(C)n(-c2ccc3ncccc3c2)c1C	0.8%	10	1	4	1	-1	-5%	0.1	-7
CN(C)CCNC(=O)C(=O)NCC1OCCN1S(=O)(=O)c1cc(F)ccc1F (stereo unspecified)	-1.5%	5	-6	1	-2	-4	-8%	0.4	-7
COc1ccc(CNC(=O)C(=O)NCC(c2cccs2)S(=O)(=O)c2ccc(C)cc2)cc1 (stereo unspecified)	4.4%	/	7	10	0	0	-7%	0.0	/
COc1cccc2cc(C(=O)N3CCC(C)CC3)c(=O)oc12	10%	-21	3	1	1	-4	-9%	0.0	-2
O=C(Nc1cccc2ncccc12)c1cc(Br)ccc1Cl	0.6%	7	11	8	1	1	-7%	0.0	0
CCOc1ccccc1N(C)S(=O)(=O)c1ccc2[nH]cc(C(=O)N(CCOC)CCOC)c(=O)c2c1	2.7%	-3	-4	5	-10	-3	-6%	0.2	-14
CCC(=O)Nc1cccc(-c2ccc(N3CCC(C)CC3)nn2)c1	-1.2%	-3	/	0	-11	-6	-5%	0.0	4
O=C(NNC(=O)C1CCCCC1)c1ccc(Br)cc1	-1.3%	2	-4	1	7	-3	-2%	-0.9	-2
Cc1cc2cc(C#N)c(N3CCN(S(C)(=O)=O)CC3)nc2cc1C	2.7%	-10	-12	0	-8	3	-10%	-1.4	-3

Some values from the results shown:
`CCOc1ccccc1N(C)S(=O)(=O)c1ccc2[nH]cc(C(=O)N(CCOC)CCOC)c(=O)c2c1` in D1 potentiator → -10
`COc1ccc(CNC(=O)C(=O)NCC(c2cccs2)S(=O)(=O)c2ccc(C)cc2)cc1` (stereo unspecified) in D1 potentiator → 0
`O=C(Nc1cccc2ncccc12)c1cc(Br)ccc1Cl` in D1 antagonist → 7

Other results follow:
SMILES	RXFP1 ag	D1 antagonist	D2 potentiator	D1 ag	D1 potentiator	TRHR PAM	Apoferritin bind	TRHR ag	RXFP1 antagonist
Nn1c(SCc2ccc(F)cc2)nnc1-c1cccnc1	-0.9%	5	2	2	-2	0	-2%	0.2	-1
COc1ccc(CN2CCC(CO)(Cc3cccc(C(F)(F)F)c3)CC2)cc1Cn1cccn1	-0.9%	-21	-18	34*	-6	-1	-16%	0.5	0
C=CCOc1cc(C)nc(-c2ccccc2O)n1	1.4%	3	2	-1	-4	-4	-12%	-0.2	-8
COc1ccc(CNC(=O)c2c(O)c3cc(OC)c(OC)cc3[nH]c2=O)cc1OC	7.6%	0	-4	1	-1	4	-2%	1.3	0
Cc1ccc(-c2noc(CN(C(=O)COc3cc(C)cc(C)c3C)C(C)C)n2)cc1	3.7%	6	-2	14	-1	-3	41%[activator]	0.6	/
COc1ccc(CCNC2=CC(=O)N(c3ccc(F)cc3)C2=O)cc1	1.8%	11	27	3	-6	13	-9%	-0.2	-14
Cc1ccc2nc3sc(C(=O)Nc4ccc(N5CCOCC5)cc4)c(N)c3cc2c1	0.6%	-22	-4	39*	-8	1	-1%	4.3	/
COc1ccc(-c2nc(CSCC(=O)N3CCN(c4cc(Cl)ccc4C)CC3)c(C)o2)cc1	2.3%	-13	-5	18	-1	1	98%[activator]	1.0	-31
COc1ccc(CCNC(=O)c2ccc3c(c2)N(Cc2ccccc2)CCS3)cc1OC	9.3%&7.9%	-6&-15	-6	4&1	-8&-3	-2&-9	319%[activator]	0.0&-0.4	?
CN(C)N1C(N)=C(C#N)C(c2ccc(Cl)cc2)C2=C1CCCC2=O (stereo unspecified)	3.4%	-2	1	0	-1	-7	5%	0.3	-7
COc1ccc(CC(=O)NNC(=O)CN(C)S(=O)(=O)c2ccc(Cl)cc2)cc1OC	-1.0%	-2	-4	1	-2	15	/	0.4	-25
CN(CCCNC(=O)Cn1cc2c(n1)CCCC2)C1CCCCC1	0.5%	-8	/	1	16	-3	-6%	0.3	/
CCOC(=O)c1sc(NC(=O)CN2C(=O)C3CC=CCC3C2=O)nc1C (stereo unspecified)	1.7%	-11	15	0	-4	4	/	0.2	-7
CC[C@H](C)[C@H](NC(=O)OCc1ccccc1)C(=O)OCC(=O)Nc1ccc(N2CCOCC2)cc1	1.3%	-17	-3	5	-4	-3	/	-0.6	-13

High-throughput results: PubChem BioAssay, National Center for Advancing Translational Sciences (NCATS)
